Screening data (PubChem BioAssay)
CYP2C19 inhib: inhibitors of human CYP2C19; CYP2C19 Supersomes, luciferin-H EGE luminescence, 30 min; inhibition, % at 5 µM; hit rate 21% among 96,000; AID 778;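 active = CYP2C19 inhibition above a set limit at 5 µM in the primary screen, cut at about 50% in these data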;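 note: plate controls were negative control wells for no effect and 2.5 mM tranylcypromine positive control for full effect; values of inactives mirror those of a sister screen read the other way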
Target sequence (P33261 whole entry, looked up): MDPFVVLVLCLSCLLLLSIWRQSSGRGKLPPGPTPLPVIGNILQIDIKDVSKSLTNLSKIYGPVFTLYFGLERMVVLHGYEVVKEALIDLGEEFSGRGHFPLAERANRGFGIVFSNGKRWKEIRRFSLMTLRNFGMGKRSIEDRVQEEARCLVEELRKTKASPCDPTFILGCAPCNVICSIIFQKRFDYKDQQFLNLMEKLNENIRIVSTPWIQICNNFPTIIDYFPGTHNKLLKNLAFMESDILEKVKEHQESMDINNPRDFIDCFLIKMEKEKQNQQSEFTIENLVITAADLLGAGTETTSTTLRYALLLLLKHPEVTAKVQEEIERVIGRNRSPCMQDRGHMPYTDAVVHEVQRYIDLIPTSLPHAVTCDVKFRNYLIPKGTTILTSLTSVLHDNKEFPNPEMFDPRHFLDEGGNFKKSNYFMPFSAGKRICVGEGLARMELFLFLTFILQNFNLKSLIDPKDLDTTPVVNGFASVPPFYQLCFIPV
H69AR inhibit: growth inhibitors of human H69AR lung tumor cells; H69AR lung tumor viability, ATP luminescence, 72 h; stronger effect = lower value; viability, % at 10 µM; hit rate 6% among 85,000; AID 598;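 active = viability at or below 40%; inactive = viability above 40%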;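 note: multidrug resistant small cell line overexpressing MRP-1 efflux transporter; 100% = mean luminescence of untreated control wells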
HUVEC prolif 384: human endothelial cell proliferation inhibition | HUVEC proliferation, CellTiter-Glo luminescence, 72 h; stronger effect = lower value | hit rate 1.1% among 86,000 | viability, % at 10 µM (by protocol);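 active = viability at or below 30%; inactive = viability above 30%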;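 note: 100% = median luminescence of DMSO-only cell control wells on each plate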
Mac1 fbg inh: CD11b/CD18-fibrinogen binding inhibition; AID 1497; K562 CD11b/CD18 adhesion to fibrinogen, ATPlite luminescence; Mn2+ added to activate the integrin; inhibition, % at 10 µM; hit rate 0.54% among 93,000; P05107+P11215;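 active = primary inhibition of 50% or more at 10 µM, then 40% or more on retest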; note: some results filed as inactive read as strong as hits
ERa SRC1 inh: blocks coactivator binding to human estrogen receptor alpha; P03372; TR-FRET ER-alpha LBD / SRC-1 peptide, estradiol-bound; inhibition, % at 25.6 µM; hit rate 1.7% among 86,000; in the data active = inhibition above about 50%;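 note: 0% = receptor plus peptide control and 100% = peptide only without receptor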
Target sequence (P03372 whole entry, looked up, the tested form may be a part): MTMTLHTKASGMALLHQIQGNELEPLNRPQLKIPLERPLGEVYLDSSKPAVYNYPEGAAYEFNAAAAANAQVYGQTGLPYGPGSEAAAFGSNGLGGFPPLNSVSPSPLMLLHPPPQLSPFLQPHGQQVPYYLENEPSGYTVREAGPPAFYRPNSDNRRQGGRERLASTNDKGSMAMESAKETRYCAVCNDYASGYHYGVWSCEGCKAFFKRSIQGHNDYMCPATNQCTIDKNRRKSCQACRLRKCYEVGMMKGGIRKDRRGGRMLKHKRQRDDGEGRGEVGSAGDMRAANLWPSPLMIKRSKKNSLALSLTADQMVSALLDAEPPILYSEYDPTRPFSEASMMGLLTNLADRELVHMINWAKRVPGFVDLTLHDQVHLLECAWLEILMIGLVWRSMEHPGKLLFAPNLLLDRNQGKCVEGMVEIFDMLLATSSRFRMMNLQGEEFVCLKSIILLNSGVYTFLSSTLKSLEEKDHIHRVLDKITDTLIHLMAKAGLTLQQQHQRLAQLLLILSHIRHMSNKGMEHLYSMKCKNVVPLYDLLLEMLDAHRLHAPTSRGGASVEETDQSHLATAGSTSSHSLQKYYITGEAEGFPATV
Fibroblast inh: blocks proliferation of human lung fibroblasts | LL 47 human lung fibroblast viability, ATP luminescence; stronger effect = lower value | viability, % at 10 µM | hit rate 1.1% among 85,000 | AID 719;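 active = viability at or below 50% in the single dose screen; inactive = viability above 50%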;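 note: compound exposure lasted 72 h before the ATP readout; 100% = median luminescence of untreated cell-only wells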
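Material: Human LL 47 lung fibroblast cells | Input: 1,150 cells/well | Buffer or medium: IMEM plus 15% FBS | Compound dosing: 0.1% DMSO in all compound wells | Times: Overnight cell rest, 72 h compound treatment at 37 °C | Signal: CellTiter-Glo luminescence measuring cellular ATP | Measure: % viability versus median cells-only luminescence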
ERa SRC1 pot: enhances coactivator binding to human estrogen receptor alpha | P03372 | TR-FRET ERalpha-LBD/SRC-Cy5 coactivator binding, 2 h; 100 = basal binding, no effect | coactivator binding (% of control), % at 25.6 µM | hit rate 1.3% among 86,000; in the data active = activity above about 200%;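 note: binding measured in presence of low estradiol as agonist stimulus; 0% = peptide alone without receptor and 100% = receptor with peptide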
CYP2C19 activ: activators of human cytochrome P450 2C19; activation factor at 5 µM; recombinant CYP2C19, luciferin-H EGE luminescence; stronger effect = higher value; 0 = fully inhibited enzyme, 1 = untreated enzyme; 96,000 tested, under 10 active; P33261;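 active = activation factor of at least 2 at 5 µM in the primary screen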;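 note: 0 = wells with 2.5 mM tranylcypromine and 1 = vehicle-only wells; values of inactives mirror those of a sister screen read the other way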
Mac1 fbg enh: CD11b/CD18-fibrinogen binding enhancement. activation, % at 10 µM. K562 CD11b/CD18 adhesion to fibrinogen, ATPlite luminescence. hit rate 0.07% among 93,000. P05107+P11215;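 active = 10 µM primary screen giving 50% or more activity, confirmed by 40% or more on retest at that dose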; note: strong numbers were not always called active
* hit, by the source's call; . = no result given; [ ] = remark or other dose. An unsorted share of the library. Share with any hit: about 26%.

#1 COC(=O)C(Cc1ccc(O)cc1)NC(=O)CCC(=O)Nc1ccc(S(N)(=O)=O)cc1 (stereo not drawn)
#2 COC(=O)c1[nH]c2cc(OC)ccc2c1NC(=O)CN1CCC(C(N)=O)CC1
#3 O=C(CN1CCN(c2ccc(F)cc2)CC1)Nc1nnc(-c2ccccc2)s1
#4 CCn1c(CNC(=O)Cc2ccc(OC)cc2)nnc1SCCOc1ccccc1
#5 Cc1cc(-n2nc(C)cc2C)nc(N)n1
#6 CCCNC(=O)c1cccc(COCC(F)(F)F)c1
#7 COc1ccc(C(C)(C)C)cc1NC(=O)c1cncc(Br)c1
#8 O=C(CN1CCC(O)(c2ccc3c(c2)OCO3)CC1)OC1CCCCC1
#9 CCOC(=O)c1cnc(SCC(=O)Nc2cc(OC)ccc2OC)nc1N
#10 CCOC(=O)c1c(NC(=O)CSc2nnc(C)c(=O)[nH]2)sc2c1CCC2

Assay by compound	1	2	3	4	5	6	7	8	9	10
CYP2C19 inhib	-8.7	1.3	16.1	7.6	2.9	.	18.7	53.7*	16.9	-11.3
H69AR inhibit	89.8	101.6	100.3	105.9	90.4	104.1	92.6	102.3	76.0	95.8
HUVEC prolif 384	99.0	90.9	105.6	83.5	90.2	103.3	92.0	88.0	90.1	84.8
Mac1 fbg inh	-2.4	-11.5	-7.1	8.4	-1.4	.	3.7	-10.3	-2.4	10.1
ERa SRC1 inh	5.2	-12.6[fluorescence artefact?]	1.0	5.2	-2.4	17.6	1.2	-5.0	-0.2	-6.2
Fibroblast inh	103.4	101.6	98.0	98.5	94.0	100.9	103.4	94.9	92.2	95.4
ERa SRC1 pot	95.2	104.6	135.8[fluorescence artefact?]	77.4	108.8	108.4	117.8	103.5	117.0	100.5
CYP2C19 activ	1.1	1	0.8	0.9	1	.	0.8	0.5	0.8	1.1
Mac1 fbg enh	-3.0	-3.4	-3.9	1.2	3.8	.	1.7	0.9	-3.3	-4.6

#11 CCOC(=O)c1cccc(Nc2nc(-c3cccnc3)nc3ccccc23)c1
#12 CCC(OC(=O)c1ccco1)C(=O)NCc1ccc(C)cc1 (stereo not drawn)
#13 CCC(Oc1ccccc1)C(=O)Nc1nnc(C(F)(F)F)s1 (stereo not drawn)
#14 C=C(C)CSc1nnc([C@@H](NC(=O)OC(C)(C)C)C(C)CC)o1 (stereo partly drawn)
#15 CN(C)c1nc(N)nc(-c2ccco2)n1
#16 CCCn1nnc(NC(=O)c2ccc(OCC)c(Cl)c2)n1
#17 S=C(c1ccc(-c2cc(Cl)ccc2Cl)o1)N1CCOCC1
#18 CCC(CC)C(=O)Nc1cc(NC(=O)C(CC)CC)cc(C(=O)O)c1
#19 O=C(CN1CCC(n2nnc3cc(F)ccc32)CC1)Nc1ccccc1N1CCOCC1
#20 Cc1ccc(-c2ccc(=O)n(CC(=O)NCCN3CCCCC3C)n2)cc1 (stereo not drawn)

Assay by compound	11	12	13	14	15	16	17	18	19	20
CYP2C19 inhib	73.7*	23.4	15.6	83.0*	-10.5	40.9	31.9	-3.3	96.3*	-0.5
H69AR inhibit	.	79.0	107.6	96.0	94.8	104.6	91.8	104.5	83.5	100.0
HUVEC prolif 384	.	94.6	63.5	101.1	97.8	99.7	80.7	106.6	102.5	99.2
Mac1 fbg inh	12.3	3.5	74.3*	2.1	-0.4	-7.9	6.4	-31.1	8.4	.
ERa SRC1 inh	.	-0.6	-3.6	5.2[fluorescence artefact?]	-0.8	41.6	-11.8	-11.6	-5.6	-3.1
Fibroblast inh	.	98.3	101.7	98.5	94.1	106.5	86.5	.	90.8	102.9
ERa SRC1 pot	.	107.3	109.2	127.1	108.3	104.8	82.8[fluorescence artefact?]	84.1[fluorescence artefact?]	76.2	158.1
CYP2C19 activ	0.3	0.8	0.8	0.2	1.1	0.6	0.7	1	0	1
Mac1 fbg enh	-0.9	-0.7	-5.7	-2.7	4.8	-3.6	-0.5	-1.2	3.7	.

#21 Cc1onc(-c2ccccc2Cl)c1C(=O)Oc1cc(N)n(S(=O)(=O)c2ccc(F)cc2)n1
#22 O=C1CN(C(=O)c2ccc(Br)o2)C(c2ccccc2)c2cc(Br)ccc2N1 (stereo not drawn)
#23 O=C(OCC(=O)N1CCc2ccccc21)c1cccnc1Cl
#24 CCN(CC)S(=O)(=O)c1cccc(C(=O)Nc2ccccc2)c1
#25 Cc1sc2ncnc(N3CCN(CCOc4ccc(Cl)cc4)CC3)c2c1C
#26 COc1ccc(C(=O)C2CCCCC2=O)cc1 (stereo not drawn)
#27 CCOC(=O)c1cccc(NC(=O)CN(C)S(=O)(=O)c2cnc[nH]2)c1
#28 O=c1[nH]c(CCl)nc2cc(-c3ccc(Cl)cc3)sc12
#29 CS(=O)(=O)N(Cc1ccc(Cl)cc1)c1ccc(C(=O)N2CCN(c3ccccc3)CC2)cc1
#30 Cc1onc(-c2ccccc2)c1C(=O)Nc1cccnc1

Assay by compound	21	22	23	24	25	26	27	28	29	30
CYP2C19 inhib	-5.9	96.3*	9.2	53.4*	96.7*	10.5	53.7*	25.3	90.9*	10.6
H69AR inhibit	84.8	66.0	97.9	38.5*	63.0	93.3	99.3	.	77.5	91.3
HUVEC prolif 384	83.1	66.1	92.4	86.8	48.6	92.5	94.7	.	65.0	98.8
Mac1 fbg inh	-5.5	5.9	-16.6	7.8	99.4*	-4.3	7.1	94.5	-1.6	29.0
ERa SRC1 inh	3.1	9.2[fluorescence artefact?]	-3.2	-2.5	3.4	-5.9	3.1	.	-15.3	-0.2
Fibroblast inh	97.5	86.4	107.3	95.8	94.3	99.8	115.6	.	95.4	100.8
ERa SRC1 pot	105.3	77.5[fluorescence artefact?]	105.0	91.8	93.1	104.4	97.9[fluorescence artefact?]	.	119.8	96.7
CYP2C19 activ	1.1	0	0.9	0.5	0	0.9	0.5	0.7	0.1	0.9
Mac1 fbg enh	-5.7	-1.6	-1.3	-4.8	-9.2	-2.9	-3.0	-6.2	-0.4	-2.9

#31 CCOC(=O)c1ccc2c(c1)nc(SC/C(O)=C(\C#N)c1nc3ccccc3[nH]1)n2CC
#32 Cc1cc(C)nc(-n2nc(C)cc2NC(=O)CN2CCc3ccccc3C2)n1
#33 Cc1ccc(N2CC(C(=O)Nc3nccs3)CC2=O)cc1 (stereo not drawn)
#34 CCc1nnc(NC(=O)CSc2nnc(-c3ccc(S(=O)(=O)N4CCCC4)cc3)n2CC)s1
#35 COC(=O)Nc1ccc(S(=O)(=O)NCCO)cc1
#36 Cc1cc(C)n(CC2CC(=O)N(c3ccc(Cl)c(Cl)c3)C2=O)n1 (stereo not drawn)
#37 CC(=O)N1CCc2c(sc(NC(=O)CN3C(=O)CCC3=O)c2C(N)=O)C1
#38 COc1ccc(-c2nc(Cn3c(SCc4ccccc4F)nc4ccncc43)c(C)o2)cc1
#39 O=C(CSc1nnc(COc2ccc3c(c2)CCCC3)o1)Nc1ccc(F)cc1
#40 C=C(C)CSc1nc2nc(C)c(Br)cc2[nH]1

Assay by compound	31	32	33	34	35	36	37	38	39	40
CYP2C19 inhib	17.2	86.3*	3.0	.	-5.2	98.8*	.	96.7*	18.7	55.3*
H69AR inhibit	45.4	6.4*	114.3	101.4	.	102.7	93.8	13.7*	93.3	95.9
HUVEC prolif 384	64.1	82.3	100.4	99.8	.	103.1	105.3	30.2	90.7	99.5
Mac1 fbg inh	-6.4	0.1	9.6	.	1.0	-17.3	.	-5.4	17.7	3.5
ERa SRC1 inh	-2.9[fluorescence artefact?]	-11.8	3.1	16.1	.	.	-8.9	-2.1[fluorescence artefact?]	11.0	-11.1[fluorescence artefact?]
Fibroblast inh	74.9	82.7	102.0	99.8	.	105.1	112.7	40.0*	98.9	107.4
ERa SRC1 pot	113.9	103.7	84.8	86.9	.	.	108.7[fluorescence artefact?]	458.4*[fluorescence artefact?]	132.8	124.8
CYP2C19 activ	0.8	0.1	1	.	1.1	0	.	0	0.8	0.4
Mac1 fbg enh	-4.2	-3.3	-2.6	.	-4.4	-1.2	.	-0.8	-1.7	0.4

Entries 32–40, quoted:
#32 Cc1cc(C)nc(-n2nc(C)cc2NC(=O)CN2CCc3ccccc3C2)n1
#33 Cc1ccc(N2CC(C(=O)Nc3nccs3)CC2=O)cc1 (stereo not drawn)
#34 CCc1nnc(NC(=O)CSc2nnc(-c3ccc(S(=O)(=O)N4CCCC4)cc3)n2CC)s1
#35 COC(=O)Nc1ccc(S(=O)(=O)NCCO)cc1
#36 Cc1cc(C)n(CC2CC(=O)N(c3ccc(Cl)c(Cl)c3)C2=O)n1 (stereo not drawn)
#37 CC(=O)N1CCc2c(sc(NC(=O)CN3C(=O)CCC3=O)c2C(N)=O)C1
#38 COc1ccc(-c2nc(Cn3c(SCc4ccccc4F)nc4ccncc43)c(C)o2)cc1
#39 O=C(CSc1nnc(COc2ccc3c(c2)CCCC3)o1)Nc1ccc(F)cc1
#40 C=C(C)CSc1nc2nc(C)c(Br)cc2[nH]1

Assay by compound	32	33	34	35	36	37	38	39	40
CYP2C19 inhib	86.3*	3.0	.	-5.2	98.8*	.	96.7*	18.7	55.3*
H69AR inhibit	6.4*	114.3	101.4	.	102.7	93.8	13.7*	93.3	95.9
HUVEC prolif 384	82.3	100.4	99.8	.	103.1	105.3	30.2	90.7	99.5
Mac1 fbg inh	0.1	9.6	.	1.0	-17.3	.	-5.4	17.7	3.5
ERa SRC1 inh	-11.8	3.1	16.1	.	.	-8.9	-2.1[fluorescence artefact?]	11.0	-11.1[fluorescence artefact?]
Fibroblast inh	82.7	102.0	99.8	.	105.1	112.7	40.0*	98.9	107.4
ERa SRC1 pot	103.7	84.8	86.9	.	.	108.7[fluorescence artefact?]	458.4*[fluorescence artefact?]	132.8	124.8
CYP2C19 activ	0.1	1	.	1.1	0	.	0	0.8	0.4
Mac1 fbg enh	-3.3	-2.6	.	-4.4	-1.2	.	-0.8	-1.7	0.4

The list goes on:
#41 Cc1ccc(-c2cc(C(F)F)nc(N3CCC(C)CC3)n2)cc1
#42 CCCS(=O)(=O)NCc1cn2cccc(C)c2n1
#43 CSc1cc(-c2ccccc2)n(Cc2c(Cl)cccc2Cl)c(=O)c1C#N
#44 COc1ccc(C2SCC(C(=O)O)N2C(C)=O)cc1 (stereo not drawn)
#45 COc1ccc(N(C(=O)c2cccc(OC)c2OC)C2C=CS(=O)(=O)C2)cc1 (stereo not drawn)
#46 Cc1ccc(NC(=O)CSc2nnc(-c3cnccn3)n2Cc2ccco2)cc1
#47 CCOC(=O)c1c(NC(C)=O)sc2c(OC(C)=O)cccc12
#48 O=C(NCCCCCCNC(=O)c1ccc(Br)s1)c1ccc(Br)s1

Assay by compound	41	42	43	44	45	46	47	48
CYP2C19 inhib	12.3	.	22.6	-1.2	35.3	26.7	-14.2	.
H69AR inhibit	.	100.3	12.1*	.	86.6	93.4	90.1	40.2
HUVEC prolif 384	.	92.2	28.9	.	94.6	105.0	80.7	65.5
Mac1 fbg inh	2.0	.	-16.7	0.9	9.7	-6.7	0.1	.
ERa SRC1 inh	.	-19.5	7.8	.	-8.4	6.6	-0.1	82.4*[fluorescence artefact?]
Fibroblast inh	.	102.8	33.2*	.	94.1	99.1	96.2	84.0
ERa SRC1 pot	.	122.3	116.5	.	110.9	115.6[fluorescence artefact?]	98.7	416.9*
CYP2C19 activ	0.9	.	0.8	1	0.6	0.7	1.1	.
Mac1 fbg enh	5.3	.	-2.1	2.1	0.7	3.1	0.5	.
